# Gli-Sufu block = Gli-Sufu pathway antagonism; Sufu-KO-LIGHT fibroblasts, Gli luciferase reporter luminescence; inhibition, % at 5 µM; 340,000 tested, 0.74% active; AID 588413;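 active = inhibition above about 55%, limit read from the data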;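 note: 0% = DMSO-treated cells and 100% = wells with medium but no cells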
# Apaf-1 inh = human Apaf-1 inhibition; O14727; reconstituted apoptosome caspase-3 activity, DEVD-Rh110 fluorescence; inhibition, % at 20 µM; 330,000 tested, 0.71% active; active = inhibition of at least 40% at 20 µM;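 note: plate controls were DMSO wells for no effect and DEVD-CHO caspase inhibitor wells for full effect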
#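 System: Apoptosome proteins | Medium: Hepes pH 7.5 with detergent and BSA | Also added: Cytochrome c trigger plus (Z-DEVD)2-Rh110 caspase-3 substrate | Incubation: 30 min compound preincubation, 50 min activation, room temperature | Detection: Rhodamine 110 fluorescence at Ex 480/Em 540 nm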
# HKDC1 inhibitor = inhibitors of human hexokinase HKDC1. Q2TB90. recombinant HKDC1, G6PDH/diaphorase resazurin coupled fluorescence. inhibition, % at 20 µM. 340,000 tested, 0.16% active. AID 493160;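 active = inhibition above about 35% when tested at 20 µM, limit read from the data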;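 note: plate controls were DMSO wells with enzyme for no effect and DMSO wells lacking enzyme for full effect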
# Target sequence (Q2TB90 whole entry, looked up): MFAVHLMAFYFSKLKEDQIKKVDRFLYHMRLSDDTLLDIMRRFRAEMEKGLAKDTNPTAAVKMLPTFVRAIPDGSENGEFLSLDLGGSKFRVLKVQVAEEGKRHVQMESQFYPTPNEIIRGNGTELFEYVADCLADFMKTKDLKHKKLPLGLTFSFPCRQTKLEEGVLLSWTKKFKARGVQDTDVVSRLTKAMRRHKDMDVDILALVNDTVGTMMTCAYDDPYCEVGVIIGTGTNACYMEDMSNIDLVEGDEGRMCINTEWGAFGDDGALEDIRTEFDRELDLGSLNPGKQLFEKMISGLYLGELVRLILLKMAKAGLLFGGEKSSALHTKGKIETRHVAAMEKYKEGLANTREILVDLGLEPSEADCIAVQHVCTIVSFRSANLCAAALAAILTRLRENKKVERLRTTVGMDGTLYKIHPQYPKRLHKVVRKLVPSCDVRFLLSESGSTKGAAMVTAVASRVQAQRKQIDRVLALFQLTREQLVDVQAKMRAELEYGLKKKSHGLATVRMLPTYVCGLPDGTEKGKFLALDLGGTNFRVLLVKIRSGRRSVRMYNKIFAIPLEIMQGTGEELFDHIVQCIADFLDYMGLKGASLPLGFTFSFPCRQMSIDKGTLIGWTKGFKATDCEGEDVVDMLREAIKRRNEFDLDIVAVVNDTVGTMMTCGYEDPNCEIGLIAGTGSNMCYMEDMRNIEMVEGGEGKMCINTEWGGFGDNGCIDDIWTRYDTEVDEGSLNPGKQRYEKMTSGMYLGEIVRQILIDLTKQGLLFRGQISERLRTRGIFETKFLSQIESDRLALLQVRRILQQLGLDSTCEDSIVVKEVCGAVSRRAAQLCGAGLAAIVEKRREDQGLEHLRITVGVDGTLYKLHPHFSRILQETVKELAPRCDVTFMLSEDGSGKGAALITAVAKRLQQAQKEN
#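 Material – in-house recombinant HK5 (HKDC1) enzyme · Quantity – HKDC1 at 5 µg/mL · Buffer or medium – pH 8.0 Tris buffer with 10 mM MgCl2 · Reagent – glucose with 1 mM ATP · Dosing – single 20 µM dose · Times – reaction time 90 min, room temperature, protected from light · Technique – resorufin fluorescence at 613 nm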
# Jurkat NFkB inh = lowers PMA/ionomycin-induced NF-kB signal in Jurkat cells; AID 435003; inhibition, % at 4 µM; 330,000 tested, 0.53% active; PMA/ionomycin-induced NF-kB luciferase reporter, luminescence
# SENP8 inh = blocks the human protease SENP8; Q96LD8; purified SENP8, Z-RLRGG-aminoluciferin cleavage, luminescence; inhibition, % at 10 µM; 330,000 tested, 1.2% active
# UBC13 polyUb = blocks human UBC13 polyubiquitin chain formation; 330,000 tested, 0.47% active; inhibition, % at 20 µM; AID 485273; TR-FRET; in the data active = inhibition above about 45%, passing the limit was not always enough
# Target sequence (P61088 whole entry, looked up): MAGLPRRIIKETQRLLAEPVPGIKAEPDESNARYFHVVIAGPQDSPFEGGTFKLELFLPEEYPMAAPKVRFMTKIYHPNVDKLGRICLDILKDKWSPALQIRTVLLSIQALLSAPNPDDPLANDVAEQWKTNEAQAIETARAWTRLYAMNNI
# SENP7 inh = blocks the human protease SENP7; 330,000 tested, 1.5% active; AID 434973; recombinant SENP7, Z-RLRGG-aminoluciferin luminescence, 40 min; Q9BQF6; inhibition, % at 5 µM;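 active = inhibition above about 50% at the single test dose, limit read from the data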;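 note: plate controls were DMSO with enzyme for no effect and no enzyme buffer wells for full effect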
# 697 NFkB inh = lowers PMA/ionomycin-induced NF-kB signal in 697 B cells | AID 435022 | 697 B-cell NF-kB luciferase reporter, 16 h | 330,000 tested, 0.33% active | inhibition, % at 4 µM; in the data active = inhibition above about 35%
# Numbers without * were called inactive. Cut-off read from the data, not from the text of the source, unless noted: active = inhibition above about 50%; inactive = the rest.
compound,Gli-Sufu block,Apaf-1 inh,HKDC1 inhibitor,Jurkat NFkB inh,SENP8 inh,UBC13 polyUb,SENP7 inh,697 NFkB inh
CCc1noc(C)c1C(=O)Nc1nc(-c2ccc(OC)c(OC)c2)cs1,8.4,-0.4,0.4,5.5,-5.8,5.2,-6.9,10.2
CCOc1ccccc1OCC(=O)OCc1csc(CC(=O)Nc2ccccc2C)n1,-17.4,5.2,-3.1,-1.2,-7.8,2.5,10.9,-4.9
CCOP1(=O)C=C(C(C)(C)C)OC1c1ccc(F)cc1 (configuration not stated),8.5,6.5,0.3,1.8,-11.1,-6.4,-0.2,8.8
COC(=O)c1cc(CNC(=O)c2ccc(S(=O)(=O)N(C)c3ccccc3)cc2)ccc1OC,3.9,22.5,-1.8,8.6,5.0,14.8,1.8,5.4
O=C(Nc1ccc(Cl)cc1)N1CCc2ccccc2C1,-81.7,-2.0,5.0,-68.2,5.7,-2.1,-1.6,-72.7
COc1ccccc1N(O)C1CC(=O)N(c2ccc(F)cc2)C1=O (configuration not stated),3.0,4.5,20.6,-8.8,-0.7,-1.1,1.1,-10.1
COc1ccc(OCC(O)CN2CCN(c3ccccc3)CC2)cc1 (configuration not stated),20.6,-10.9,-9.1,3.8,2.2,9.8,3.4,4.3
CC1CCN(S(=O)(=O)c2cccc(C(=O)O)c2)CC1,-8.3,-13.8,-5.7,2.5,0.2,4.1,-1.6,13.7
CCCCN(CCCC)C(=S)NC(=O)c1ccccc1Cl,-1.6,2.7,6.3,0.4,-1.2,19.2,5.8,1.8
CC(C)(C)NC(=O)CSc1ccc(S(=O)(=O)N2CCOCC2)cn1,1.1,-9.0,-5.4,0.8,3.7,9.9,-4.5,4.0
COc1cccc(CN(CC(=O)NCc2ccc(F)cc2)C(=O)c2ccco2)c1,-8.9,1.1,-4.5,11.5,-5.4,-1.9,4.4,10.9
NNC(=O)CN1CCCc2ccccc21,-4.7,2.0,-8.0,-3.4,-3.8,2.3,-4.9,-11.9
CCc1nnc(NC(=O)CCC(=O)NC2CCCCC2)s1,6.2,3.2,1.8,-17.3,-3.3,-0.9,0.9,-10.8
COc1cc(C(=O)N[C@H](C(=O)Nc2nnc(C3CC3)s2)C(C)C)cc(OC)c1OC,1.4,-8.6,4.7,22.9,4.2,-10.8,2.9,32.3
CCOC(=O)N1CCN(C(=O)C(NS(=O)(=O)c2cccc3nsnc23)c2ccccc2)CC1 (configuration not stated),3.1,1.3,-4.6,-9.3,1.2,5.3,4.5,-12.0
CCCOC(=O)c1ccc(-c2c(C)noc2-c2ccc(OC)cc2O)o1,46.6,3.7,2.9,1.8,-2.9,13.3,1.3,-21.7
COc1ccc(-c2cccc(NS(=O)(=O)c3cccc([N+](=O)[O-])c3)c2)nn1,-0.8,8.8,-2.4,-14.0,-12.9,-9.5,14.0,-29.4
O=C(Cc1cn(-c2ccccc2)nc1-c1ccccc1)N1CCCCC1,7.0,14.6,8.9,11.1,12.4,0.8,9.1,1.6
CCN(C(=O)COC(=O)c1cccnc1)c1cccc2ccccc12,5.4,2.6,-10.0,13.3,-6.7,-11.0,1.1,3.8
C=CCC(Nc1ccco1)c1ccccc1 (configuration not stated),0.2,7.3,1.7,11.7,2.6,-4.0,4.3,4.7
COc1ccccc1NC(=O)c1ccc(-n2cncn2)nc1,11.7,-5.1,-3.0,2.3,2.9,4.3,0.6,13.2
COc1ccc(-c2nc(CSCC(=O)NC3CCCC3)c(C)o2)cc1OC,-0.8,4.1,0.1,-10.6,-8.1,-8.0,-6.7,-13.3
CCn1nnnc1SCC(=O)c1ccc(C)cc1C,-96.2,-8.2,-2.0,-81.4,-6.9,7.8,7.1,-91.5
Cc1cc(C)c(S(=O)(=O)N2CCOC2CNC(=O)C(=O)NCCCn2ccnc2)c(C)c1 (configuration not stated),8.8,0.9,-2.9,3.4,-11.7,-12.5,-6.0,6.3
Cc1cccc2cc(C3CC(c4cccs4)=NN3S(C)(=O)=O)c(Cl)nc12 (configuration not stated),2.8,5.0,-0.8,19.0,5.2,-6.2,0.6,-23.8

# Part of the list above, with each value named:
COc1cccc(CN(CC(=O)NCc2ccc(F)cc2)C(=O)c2ccco2)c1
  Gli-Sufu block: -8.9
  Apaf-1 inh: 1.1
  HKDC1 inhibitor: -4.5
  Jurkat NFkB inh: 11.5
  SENP8 inh: -5.4
  UBC13 polyUb: -1.9
  SENP7 inh: 4.4
  697 NFkB inh: 10.9
Cc1cccc2cc(C3CC(c4cccs4)=NN3S(C)(=O)=O)c(Cl)nc12 (configuration not stated)
  Gli-Sufu block: 2.8
  Apaf-1 inh: 5.0
  HKDC1 inhibitor: -0.8
  Jurkat NFkB inh: 19.0
  SENP8 inh: 5.2
  UBC13 polyUb: -6.2
  SENP7 inh: 0.6
  697 NFkB inh: -23.8
CCn1nnnc1SCC(=O)c1ccc(C)cc1C
  Gli-Sufu block: -96.2
  Apaf-1 inh: -8.2
  HKDC1 inhibitor: -2.0
  Jurkat NFkB inh: -81.4
  SENP8 inh: -6.9
  UBC13 polyUb: 7.8
  SENP7 inh: 7.1
  697 NFkB inh: -91.5
CC1CCN(S(=O)(=O)c2cccc(C(=O)O)c2)CC1
  Gli-Sufu block: -8.3
  Apaf-1 inh: -13.8
  HKDC1 inhibitor: -5.7
  Jurkat NFkB inh: 2.5
  SENP8 inh: 0.2
  UBC13 polyUb: 4.1
  SENP7 inh: -1.6
  697 NFkB inh: 13.7

# Additional records:
compound,Gli-Sufu block,Apaf-1 inh,HKDC1 inhibitor,Jurkat NFkB inh,SENP8 inh,UBC13 polyUb,SENP7 inh,697 NFkB inh
Cc1ccc(C(=O)CC(Nc2ccc(F)cc2)c2ccccc2)cc1 (configuration not stated),-7.9,16.0,-8.9,-25.7,-6.4,12.0,3.2,-21.4
CC1(C)CC2CC(C)(CN2C(=O)COC(=O)c2ccccc2C(F)(F)F)C1 (configuration not stated),19.6,5.3,-1.0,-13.7,-17.5,-2.0,-5.0,-2.2
CCOC(=O)CSc1nc2sccc2c(=O)[nH]1,-2.7,14.3,-5.5,5.4,2.7,-1.7,0.7,22.2
CCCCN(CCCC)S(=O)(=O)c1c(C)[nH]c(=O)[nH]c1=O,-2.1,2.0,-17.5,15.3,0.0,-4.4,14.0,6.7
Cc1nc(C)c(-c2ccc(SCc3ccccc3F)nn2)s1,-24.0,11.8,5.0,-56.7,-12.9,0.2,2.1,-83.0
O=C1C2ON(c3ccc(Cl)cc3)C(c3ccco3)C2C(=O)N1c1ccccc1 (configuration not stated),-6.5,7.2,3.0,-15.6,-10.5,-15.3,-8.5,-13.6
CNC(=O)c1ccc(NC(=O)CCNC(=O)Nc2ccccc2)cc1,-3.7,4.6,-1.2,4.6,-7.8,-1.3,5.0,8.8
O=C(CCCOC(=O)c1ccc(O)cc1)c1ccccc1,-6.6,-0.2,-2.3,-15.4,-13.5,0.9,5.1,-0.9
CC1CC1C(=O)OCC(=O)Nc1ccc(S(=O)(=O)N2CCOCC2)cc1 (configuration not stated),-10.0,1.7,-2.9,-57.0,-3.6,7.3,2.3,-4.5
COc1ccc(C(=O)NCCSCc2cccc(Cl)c2)cc1OC,-5.5,2.8,-5.4,10.4,5.6,1.7,-0.4,5.2
CC1CCCC(C)N1C(=O)Cn1cc(/C=C2/C(=O)Nc3ccccc32)c2ccccc21 (configuration not stated),-4.7,27.4,-0.4,3.5,-13.6,-43.8,-11.3,6.5
CCc1ccc(NC2=NC(C(=O)NC3CCCCC3)CC(=O)N2)cc1 (configuration not stated),3.2,6.2,-7.8,4.9,-1.5,-2.3,-3.0,3.7
C[C@@H]1CCC[C@H](C)N1Cc1nc(Cc2ccccc2Cl)no1,3.6,6.6,-7.3,-9.6,-5.6,4.6,6.5,1.1
COc1cc(NS(=O)(=O)c2ccc(Br)s2)cc(OC)c1,1.4,7.0,-3.0,2.1,6.7,-9.2,3.7,-21.7
CCC1Nc2ncnc(N3CCCCC3)c2N(Cc2ccc(Br)cc2)C1=O (configuration not stated),-4.7,7.8,-0.2,7.4,1.7,2.1,2.8,-0.8
COc1cc2nc(CN3CCN(S(=O)(=O)c4ccc(Br)cc4)CC3)[nH]c(=O)c2cc1OC,5.2,0.7,7.4,2.2,-5.7,8.3,7.4,7.6
CCC(CC)NC(=O)C1CCN(c2ccc(S(=O)(=O)N3CCOCC3)cc2[N+](=O)[O-])CC1,-1.2,-1.5,-6.1,9.6,-1.0,-7.1,-0.7,6.7
Cc1cc2cc(CCNC(=O)C(C)C)c(=O)[nH]c2cc1C,-10.3,-10.4,-6.8,6.3,-1.8,4.8,6.7,-1.6
O=C(Cc1ccc(Cl)cc1)Nc1ccc2oc(=O)ccc2c1,-1.6,-12.5,-6.6,6.4,5.5,22.4,4.3,-3.4
COc1ccccc1N1CC(C(=O)Nc2nnc(SCc3cccnc3)s2)CC1=O (configuration not stated),-2.5,6.8,-1.8,-6.9,-5.2,1.2,-0.8,-7.2
Cc1sc2ncn(CC(=O)NCc3ccco3)c(=O)c2c1-c1ccc(F)cc1,-3.0,0.8,-3.7,1.2,1.5,-10.1,0.7,-5.8
COc1ccc(-c2nc(CS(=O)(=O)CC(=O)NCc3cccc(Br)c3)c(C)o2)cc1,9.4,14.4,2.7,-2.7,1.9,2.8,-6.8,8.2
Oc1ccccc1Cn1c(-c2ccccc2O)nc2ccccc21,4.7,14.3,-1.2,1.2,-2.7,18.2,-1.2,17.5
Cc1ccc2cccc(SCC(=O)NCC#N)c2n1,-10.2,2.1,10.5,-3.9,-8.5,3.7,-6.7,-36.8
Cc1ccc(CNC(=O)C23CN(Cc4ccccc4)CC2C(c2ccc([N+](=O)[O-])cc2)=NO3)cc1 (configuration not stated),27.2,5.4,-2.0,4.7,-3.3,-13.3,8.4,8.4
CN(Cc1ccccc1)C(=O)CN1C(=O)NC(C)(c2ccc(Cl)cc2)C1=O (configuration not stated),9.2,1.7,-6.6,6.2,2.3,6.4,-3.5,15.3
Cc1ccc(C(=O)C2C(c3cccs3)NC(=O)NC2(O)C(F)(F)F)cc1 (configuration not stated),5.2,1.8,-4.7,-2.5,1.7,5.9,3.1,14.7
CC(=O)n1cc([C@H]2C=C(C(=O)N3CCN(Cc4ccc5c(c4)OCO5)CC3)O[C@@H](OCCCCO)C2)c2ccccc21,22.2,15.3,2.9,17.1,-0.4,38.2,-4.2,17.5
FC(F)(F)c1cccc(-c2nn[nH]n2)c1,-4.7,-19.5,-0.2,4.0,1.6,-2.1,4.7,4.2
COCCOc1nc2c(c(=O)n(C)c(=O)n2C)n1CCc1ccccc1,5.2,16.8,-0.7,-9.1,-1.4,-12.0,-5.0,-40.7
Cc1ccc(S(=O)(=O)NCCC(=O)NCc2ccc(Cl)cc2)cc1C,-1.8,5.5,-1.0,13.0,-3.5,7.9,6.3,10.5
Cc1cc(Cl)cc(C)c1OCCCCN1CCOCC1,5.4,-14.5,-3.3,-4.4,0.7,9.0,-6.1,-2.2
Cc1ccc(S(=O)(=O)N(C)c2cc(S(N)(=O)=O)c(C)cc2C)cc1,8.2,5.0,-6.2,-3.2,0.4,-1.2,7.6,9.6
COc1ccc(CCc2nnc(CCC(=O)N(C)Cc3ccncc3C)o2)cc1,-12.7,-11.1,1.3,0.4,8.4,5.7,4.2,8.1
CCOC(=O)C1CCCN(C(=O)COc2ccc(S(=O)(=O)N3CCOCC3)cc2)C1 (configuration not stated),-3.2,-10.1,-5.6,8.2,8.6,14.5,-4.7,14.0
COc1ccc(CC(=O)OCC(=O)N2CCCc3ccccc32)cc1,-3.1,0.9,-0.2,-7.8,-10.1,8.6,3.1,8.1
COc1cccc2cc(C(=O)C3=C(O)C(=O)N(CCN4CCOCC4)C3c3cccc(Cl)c3)oc12 (configuration not stated),-30.1,6.7,1.8,15.8,-5.5,-8.5,-5.0,1.9
Cc1c(C(=O)NCc2ccccc2)c(-c2ccccc2)nn1-c1ccccc1,5.2,-9.5,-6.8,-14.4,3.9,8.3,1.3,12.8
